ATXN2 expr inh: reduces ATXN2 reporter expression in HEK-293 cells; HEK-293 ATXN2-luciferase reporter, luminescence, 24 h; AID 1745845; 0.72% of 360,000 active; Potency, µM (top dose mostly 57 µM), for inactives: at the top dose activity change, negative = inhibition, most hits filed as inhibitors; note: potency is the fitted concentration of half-maximal effect; % is set by controls: 0 for no effect and ±100 for the full control effect; nearly all actives have a fitted effect of over 55% in size
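ATXN2-luciferase reporter cells (luciferase flanked by upstream and downstream ATXN2 gene portions) were treated 24 h at 37 °C with compounds at up to 57 uM. SteadyGlo luminescence gave expression; GF-AFC fluorescence gave viability.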
S2 tox: viability counter-screen for ATXN expression inhibitors. Potency, µM (doses to about 56.7 µM), hits mostly cytotoxic. AID 651635. 0.49% of 400,000 active. S2 cells (HEK-293 line with an ATXN2-luciferase reporter) viability, CellTiter-Fluor protease fluorescence, 24 h; note: potency is the fitted concentration of half-maximal effect; nearly all actives have a fitted effect of over 40% in size
MCF10A rerep: inducers of DNA re-replication in MCF 10A breast cells. MCF 10A DNA re-replication, Hoechst nuclear intensity, 48 h. Potency, µM (top dose mostly 46.1 µM), for inactives: at the top dose activity, positive = re-replication, hits mostly activators. 2.9% of 350,000 active. AID 624296; note: potency is the fitted concentration of half-maximal effect; % of control where 0% means no effect; nearly all actives have a fitted effect of over 50% in size
HepG2 tox: counter-screen for TGF-b inhibitors: cytotoxicity in HepG2 cells; HepG2 CAGA-GFP viability, ATP luminescence, 18 h; 0.76% of 410,000 active; Potency, µM (series often up to 46.1 µM), inactives show top-dose activity change, negative = cytotoxicity, hits mostly cytotoxic; note: potency is the fitted concentration of half-maximal effect; some results filed as inactive show a strong effect at the top dose
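CellTiter-Glo luminescence gave cytotoxicity after 18 hours at 37 degrees C. The cells were HepG2 CAGA-GFP in 1% FBS DMEM, stimulated with 500 pg/mL TGF-beta after compound addition. %Activity was normalised to no-cell wells (complete cell-killing) and DMSO (no toxicity), and curves were fitted and classified.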
KB-3-1 tox: kills parental KB-3-1 adenocarcinoma cells; KB-3-1 viability, CellTiter-Glo ATP luminescence, 72 h; Potency, µM (titrated, usually from 46.1 µM), inactives show at the highest dose activity change, negative = cytotoxic, hits mostly cytotoxic; 1.4% of 400,000 active; note: potency is the fitted concentration of half-maximal effect; % is set by controls: 0 for no effect and ±100 for the full control effect; nearly all actives have a fitted effect of over 60% in size
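Parental KB-3-1 adenocarcinoma cells in phenol-red-free DMEM with 10% FBS were pin-treated with compounds at several concentrations, incubated 72 h at 37 °C, and viability read by CellTiter-Glo luminescence; concentration-effect curves were fitted after normalization.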
HT1080NT lethal: kills 2HG-producing HT-1080-NT fibrosarcoma cells; HT-1080-NT fibrosarcoma viability, CellTiter-Glo ATP luminescence, 48 h; Potency, µM (titrated, usually from 46.1 µM), inactives show at the highest dose activity, negative = less viability, actives largely listed as cytotoxic; 1.6% of 360,000 active;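 note: NT is the 2HG producing partner of a matched IDH1 knockdown line; potency is the fitted concentration of half-maximal effect; 0% = DMSO-treated cells and -100% = media-only wells without cells; nearly all actives have a fitted effect of over 55% in size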
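HT-1080-NT; 750 cells/well; 5% FBS RPMI; 48 h compound, 37 degrees C; CellTiter-Glo luminescence; curve fitting and curve-class assignment.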
IL1B secr inh: inhibitors of inflammasome signaling (IL-1 beta secretion); THP-1 LPS/ATP IL-1B secretion, AlphaLISA, 16 h; active compounds read low; activity change, % at 57.5 µM; 4.7% of 360,000 active; in the data active = activity change below about -50%; inconclusive = mostly about -30% to -49%; note: % is set by controls: 0 for no effect and ±100 for the full control effect
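THP-1 cells pretreated 1 hr with compounds (up to 57.5 uM final), then stimulated with LPS (250 ng/mL final) plus ATP (1.25 mM final); secreted IL-1B measured by AlphaLISA after 16 hr, decreased signal indicating inhibition.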
HT1080 IDH1KD tx: kills HT-1080 cells with IDH1 knockdown; Potency, µM (top dose mostly 46.1 µM), for the others: at the top dose activity, negative = toxicity, actives largely listed as cytotoxic; 2% of 360,000 active; HT-1080 IDH1 knockdown viability, ATP luminescence, 48 h;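 note: potency is the fitted concentration of half-maximal effect; 0% = DMSO wells and -100% = cell-free medium wells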
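Viability of IDH1-knockdown HT-1080 fibrosarcoma cells was assessed by CellTiter-Glo after 48 h at 37 °C with titrated compound; concentration-effect curves were classified by fit quality and response size.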
SW480 rereplic: induces DNA re-replication in SW480 colon adenocarcinoma cells; AID 624297; 1.8% of 340,000 active; SW480 DNA re-replication, Hoechst DNA content imaging, 48 h; Potency, µM (series often up to 46.1 µM), for inactives: top-dose re-replication activation, most hits filed as activators; note: potency is the fitted concentration of half-maximal effect; % of control where 0% means no effect; nearly all actives have a fitted effect of over 55% in size
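Image-based DNA-content assay: after two days of treatment, nuclei were labelled with the DNA dye Hoechst and imaged, and hits were compounds raising the count of nuclei showing high fluorescence intensity.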
Starred values were filed as active, the others as inactive; i = inactive; ? = inconclusive; . = no result given; [ ] = remark or other dose. Unless noted, calls come from the whole dose curve; as a rule, active = well fitted curve in the direction sought with a large enough effect; inconclusive = small, poorly fitted or top-dose-only effect, or another doubt; inactive = no such curve, though single readings can be large; an effect the other way counts as inactive or inconclusive.

no. | SMILES | ATXN2 expr inh | S2 tox | MCF10A rerep | HepG2 tox | KB-3-1 tox | HT1080NT lethal | IL1B secr inh | HT1080 IDH1KD tx | SW480 rereplic
1 | Fc1ccc(C(c2nnnn2Cc2cccs2)N2CCN(C3CCCCC3)CC2)cc1 (stereo unspecified) | -5% | i | -4% | -21% | -2% | -16% | ? | -1% | 1%
2 | NC1=C([N+](=O)[O-])C(c2ccccc2)C2=C(CCCC2=O)O1 (stereo unspecified) | . | i | -4% | -3% | 2% | 3% | 23 | -2% | -6%
3 | O=C(Nc1ccc2c(c1)OCCO2)c1cnccn1 | -4% | i | 5% | -42% | -16% | -5% | -19 | -2% | -5%
4 | CC1(C)CC(C2N3CC4(C)CN2CC(C)(C3)C4=O)CCO1 (stereo unspecified) | 7% | i | -11% | 1% | 8% | 6% | 24 | 3% | 0%
5 | COc1ccc(OC)c(N(C)S(=O)(=O)c2ccc3c(c2)NC(=O)CC(=O)N3)c1 | -4% | i | . | 0% | -1% | . | . | . | .
6 | Oc1ccc(/C=N/n2c(C3CCCCC3)n[nH]c2=S)c(O)c1 | -23% | i | ? | -8% | -2% | -6% | 0 | -8% | -3%
7 | CCOC(=O)c1c(-c2cccs2)csc1NC(C)=O | 2% | i | 13% | -21% | 11% | -10% | -6 | -14% | -9%
8 | FC(F)(F)c1cc(-c2ccco2)nc2ncnn12 | 49%[activator] | i | 0% | -36% | 8% | 19% | -14 | 17% | -6%
9 | Nc1ncnc(Nc2cccc(Cl)c2Cl)n1 | 26% | i | 5% | -2% | ? | 17% | ? | 15% | ?
10 | CCOc1ccc(NC(=O)c2ncn(-c3ccccc3)n2)cc1 | 16% | i | . | -98% | 1% | . | . | . | .
11 | Cc1ccc(S(=O)(=O)N(C)c2ccc(C(=O)Nc3cccc(C)n3)cc2)cc1 | -3% | i | ? | 10% | 0% | 1% | i | -13% | -5%
12 | CC(C)(C)c1ccc(C(=O)NCC(=O)N2CCC3(CC2)NCCc2[nH]cnc23)cc1 | 0% | i | -1% | -3% | -2% | 21% | 8 | -4% | 18%
13 | COc1ccc(S(=O)(=O)NCC(c2ccc(C)cc2)N2CCN(C)CC2)cc1OC (stereo unspecified) | 7% | i | 4% | -24% | -1% | 1% | -4 | -1% | 1%
14 | COc1ccc(S(=O)(=O)N2CCCCC2)cc1NC(=O)[C@@H]1CCCN1C(=O)c1cccs1 | -13% | i | 6% | -11% | 13% | -6% | 0 | -4% | 13%
15 | CCN(C(=O)Nc1cn(CC(C)C)c(=O)c2ccccc12)c1cc(C)ccc1C | -19% | i | . | -24% | 10% | . | . | . | .
16 | COc1ccc(C(=O)NCC(c2cccnc2)N2CCN(c3ccc(F)cc3)CC2)cc1 (stereo unspecified) | -28% | ? | . | -10% | -9% | . | . | . | .
17 | Cc1ccc(NC(=O)CSc2nc(=O)n(CCN3CCOCC3)c3c2CCCC3)cc1 | 3% | i | 12% | -8% | ? | 8% | -13 | 1% | -3%
18 | COc1ccc(CCN2C(=O)CCC2(C)C(=O)NCc2cccnc2)cc1OC (stereo unspecified) | -7% | i | 0% | -6% | 0% | -11% | -18 | -10% | 1%
19 | CCOC(=O)n1c(=O)n(C)c2ccc(Cl)cc21 | -19% | i | -10% | 7% | ? | -5% | 0 | 0% | -1%
20 | Cc1ncoc1C(=O)Nc1ncc([N+](=O)[O-])s1 | -41% | ? | -1% | -33% | ? | -8% | 4 | -13% | -1%
21 | CC(C)c1ccc(/C=N/NC(=O)CN(c2cccc(Cl)c2Cl)S(C)(=O)=O)cc1 | ? | ? | ? | -104% | ? | 18µM* | ? | 21µM* | ?
22 | CCc1ccc2[nH]c(=O)c(CN(CCN(CC)CC)C(=O)NC3CCCCC3)cc2c1 | -26% | ? | ? | -72% | ? | 16µM* | -56* | ? | 14%
23 | O=C(O/N=C1/CCCc2occc21)c1ccc(F)cc1 | . | i | 1% | 6% | 5% | 11% | 5 | 3% | -69%[inhibitor]
24 | O=C(/C=C/c1cccs1)c1cc(F)ccc1OC(=O)N1CCOCC1 | -4% | i | 10% | -29% | 0% | -19% | -54* | -12% | 2%
25 | CC(C)(SC(=S)N1CCCCCC1)C(=O)O | 3% | i | -46%[inhibitor] | 0% | -7% | 8% | -7 | 12% | 5%
26 | Cc1ccc(C)c(CSc2cn(CCNC(=O)c3ccccc3F)c3ccccc23)c1 | ? | ? | . | -12% | -2% | . | . | . | .
27 | O=C(Nc1ccccc1)c1ccccc1OCc1ccc(S(=O)(=O)N2CCOCC2)cc1 | -10% | i | -10% | -3% | -3% | 1% | 3 | -5% | -24%
28 | Cc1c(Br)c([N+](=O)[O-])nn1CC(=O)Nc1c(C)n(C)n(-c2ccccc2)c1=O | . | i | 4% | -1% | 0% | 4% | -5 | 6% | -28%
29 | Cc1ccc(CNC(=O)c2cc(COc3c(F)cccc3F)on2)s1 | 10% | i | -2% | -5% | 12% | 19% | -26 | 25% | -20%
30 | O=C(Nc1nc2n(n1)C(c1ccc(F)cc1)C=C(c1ccccc1)N2)c1ccco1 (stereo unspecified) | 2% | i | . | -17% | -3% | . | . | . | .

Next results follow:
no. | SMILES | ATXN2 expr inh | S2 tox | MCF10A rerep | HepG2 tox | KB-3-1 tox | HT1080NT lethal | IL1B secr inh | HT1080 IDH1KD tx | SW480 rereplic
31 | COc1cc([N+](=O)[O-])ccc1NC(=O)Nc1ccc(C(=O)N2CCCC2)cc1 | 4% | i | -3% | 29% | . | 17% | -9 | 6% | -1%
32 | O=C(COC(=O)/C=C/c1ccccc1[N+](=O)[O-])NC1CC1 | -8% | i | -4% | 7% | -6% | 5% | 11 | 1% | -6%
33 | CCOC(=O)c1c(-c2ccc(N(C)C)cc2)oc2c1C(OC)CC2 (stereo unspecified) | 5% | i | . | . | 2% | 19% | 14 | -1% | .
34 | O=C(COC(=O)CCC(=O)c1ccc(F)cc1)NCc1ccc(Cl)cc1 | 4% | i | -1% | -1% | 1% | -4% | ? | 15% | 1%
35 | O=C(NCc1ccccc1)c1ccc(N2CCC3(CC2)CC(c2ccc(Cl)cc2)=NO3)c([N+](=O)[O-])c1 | -20% | i | -23% | 1% | 0% | -4% | ? | -1% | -3%
36 | Brc1ccc(-c2nnc3sc(CNC4CCCC4)cn23)cc1 | -36% | i | 1% | -5% | 5% | -1% | -3 | 14% | -16%
37 | C[C@@H]1CN([C@@H](C)CO)C(=O)CCCn2nncc2CO[C@@H]1CN(C)C(=O)Nc1ccc(-c2cccs2)cc1 | -8% | i | . | -28% | -1% | 5% | -25 | 4% | .
38 | O=C(CSc1nc2ccccc2[nH]1)N1CCN(C(=O)c2ccco2)CC1 | 6% | i | 1% | 1% | ? | 8% | -7 | 14% | -12%
39 | CCOC(=O)Cn1c(=O)oc2cc(S(=O)(=O)NCc3cccs3)ccc21 | -10% | i | -1% | 1% | ? | -5% | -9 | -5% | -8%
40 | CC(=O)Nc1ccc(CN2C(=O)C(C)(C)ON=C2c2ccc(C(F)(F)F)cc2)cc1 | 14% | i | . | 1% | 2% | 23% | -23 | 8% | .
41 | COc1ccccc1N1CCN(C(=O)c2cn(-c3ccccc3)nc2-c2cccnc2)CC1 | 5% | i | ? | -4% | -4% | ? | 4 | ? | ?
42 | COc1ccc(/C=C/C(=O)Nc2ccccc2)cc1OC | . | i | -1% | 6% | 20% | ? | ? | 13% | -9%
43 | Cc1ccc(NC(=O)C(=O)c2c[nH]c3ccccc23)cc1 | . | ? | 25% | -7% | -3% | 0% | 10 | 2% | 30%
44 | CC(C)NC(=O)c1ccc2c(c1)nnn2C | -4% | i | 5% | 11% | 13% | 15% | 18 | 10% | -9%
45 | COc1ccc2c(c1)CCCN2C(N)=Nc1ccc(Cl)cc1 | ? | i | -3% | -20% | -17% | -23% | -63* | ? | -11%
46 | Cc1cc(NS(=O)(=O)c2ccc(NC(=O)CSc3nc4ncc(Br)cc4[nH]3)cc2)nc(C)n1 | . | i | 11% | 26% | -1% | 1% | 0 | 19% | -5%
47 | COc1ccccc1NC1=NC(C)(C)N=C(N)N1 | -2% | i | 4% | -3% | 11% | 10% | 3 | 8% | -15%
48 | Cc1cc(=O)oc2cc3oc(=O)cc(C)c3cc12 | . | i | 6% | -27% | 1% | 5% | 9 | 7% | 4%
49 | CC(=O)Oc1ccc(CC(C(=O)O)N2C(=O)c3ccccc3C2=O)cc1 (stereo unspecified) | 0% | i | 3% | 18% | 0% | 7% | 46 | 3% | -1%
50 | O=C(c1ccc(Cl)cc1)C1CCN(Cc2ccccc2)CC1 | . | i | 2% | -8% | 0% | -4% | -13 | -5% | -6%

Two entries picked at random from those above, as already listed:
no. | SMILES | ATXN2 expr inh | S2 tox | MCF10A rerep | HepG2 tox | KB-3-1 tox | HT1080NT lethal | IL1B secr inh | HT1080 IDH1KD tx | SW480 rereplic
33 | CCOC(=O)c1c(-c2ccc(N(C)C)cc2)oc2c1C(OC)CC2 (stereo unspecified) | 5% | i | . | . | 2% | 19% | 14 | -1% | .
38 | O=C(CSc1nc2ccccc2[nH]1)N1CCN(C(=O)c2ccco2)CC1 | 6% | i | 1% | 1% | ? | 8% | -7 | 14% | -12%

A draw from above in order of length of the SMILES, falling.
no. | SMILES | ATXN2 expr inh | S2 tox | MCF10A rerep | HepG2 tox | KB-3-1 tox | HT1080NT lethal | IL1B secr inh | HT1080 IDH1KD tx | SW480 rereplic
37 | C[C@@H]1CN([C@@H](C)CO)C(=O)CCCn2nncc2CO[C@@H]1CN(C)C(=O)Nc1ccc(-c2cccs2)cc1 | -8% | i | . | -28% | -1% | 5% | -25 | 4% | .
43 | Cc1ccc(NC(=O)C(=O)c2c[nH]c3ccccc23)cc1 | . | ? | 25% | -7% | -3% | 0% | 10 | 2% | 30%
42 | COc1ccc(/C=C/C(=O)Nc2ccccc2)cc1OC | . | i | -1% | 6% | 20% | ? | ? | 13% | -9%
48 | Cc1cc(=O)oc2cc3oc(=O)cc(C)c3cc12 | . | i | 6% | -27% | 1% | 5% | 9 | 7% | 4%

Screening data deposited in PubChem by National Center for Advancing Translational Sciences (NCATS).

Rows are unselected; overall some 8.9% were active at least once.
